# Cardio protect = protects H9c2 cardiomyocytes from peroxide injury. protection from H2O2 cell death, % at 20 µM. 360,000 compounds, 0.63% hits. H2O2 injury protection, ATPLite, 2 h;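 active = compounds giving at least 50% protection of heart cells from peroxide-induced death in the single-dose screen, raw or plate-pattern-corrected value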;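 also: 0% = DMSO wells with peroxide and 100% = DMSO wells without peroxide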
# m5-HT2A agonist = mouse HTR2A agonism via beta-arrestin recruitment; 360,000 compounds, 0.66% hits; P35363; activation, % at 7.6 µM; CHO-K1 mHTR2A beta-arrestin complementation, luminescence; percent of 30 µM serotonin response;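 active = activation above a run cutoff, the mean activation of all tested compounds plus 3 SD, cut at about 14% in these data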;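 also: 0% = plate median of compound wells and 100% = 30 µM serotonin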
# aDG glyco up = alpha-DG glycosylation activation. Pro5-aDG cells, alpha-DG glycosylation AlphaScreen (IIH6); 0% Pro5, 100% B10-LARGE cell signal. activation, % at 10 µM. 360,000 compounds, 0.22% hits;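 active = activation of at least 8% versus controls, or a plate z-score of at least 8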;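 also: Pro5 are CHO cells carrying HIG-tagged alpha-DG that lacks glycosylation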
# hiPSC survival = hiPSC single-cell survival enhancement; ATPlite luminescence; 100% = ROCK inhibitor wells, 0% = DMSO; survival enhancement, % at 20 µM; 360,000 compounds, 0.044% hits; AID 602274; in the data active = survival enhancement above about 18%;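 also: cells exposed to compounds for 16 hours before the ATP read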
# ABCB6 inh 2 = human ABCB6 transporter inhibition; 360,000 compounds, 0.19% hits; K562-ABCB6 porphyrin accumulation, flow cytometry, 1 h; active compounds read low; Q9NP58; fluorescence ratio to DMSO, % at 10 µM; AID 602162;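 active = fluorescence ratio to DMSO below 75%, the collection mean minus 3 SD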;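 also: signal is porphyrin accumulated inside mitochondria; 100% equals median channel fluorescence of DMSO control wells; lower ratio means ABCB6 inhibition with less porphyrin fluorescence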
# Target sequence (Q9NP58 whole entry, looked up): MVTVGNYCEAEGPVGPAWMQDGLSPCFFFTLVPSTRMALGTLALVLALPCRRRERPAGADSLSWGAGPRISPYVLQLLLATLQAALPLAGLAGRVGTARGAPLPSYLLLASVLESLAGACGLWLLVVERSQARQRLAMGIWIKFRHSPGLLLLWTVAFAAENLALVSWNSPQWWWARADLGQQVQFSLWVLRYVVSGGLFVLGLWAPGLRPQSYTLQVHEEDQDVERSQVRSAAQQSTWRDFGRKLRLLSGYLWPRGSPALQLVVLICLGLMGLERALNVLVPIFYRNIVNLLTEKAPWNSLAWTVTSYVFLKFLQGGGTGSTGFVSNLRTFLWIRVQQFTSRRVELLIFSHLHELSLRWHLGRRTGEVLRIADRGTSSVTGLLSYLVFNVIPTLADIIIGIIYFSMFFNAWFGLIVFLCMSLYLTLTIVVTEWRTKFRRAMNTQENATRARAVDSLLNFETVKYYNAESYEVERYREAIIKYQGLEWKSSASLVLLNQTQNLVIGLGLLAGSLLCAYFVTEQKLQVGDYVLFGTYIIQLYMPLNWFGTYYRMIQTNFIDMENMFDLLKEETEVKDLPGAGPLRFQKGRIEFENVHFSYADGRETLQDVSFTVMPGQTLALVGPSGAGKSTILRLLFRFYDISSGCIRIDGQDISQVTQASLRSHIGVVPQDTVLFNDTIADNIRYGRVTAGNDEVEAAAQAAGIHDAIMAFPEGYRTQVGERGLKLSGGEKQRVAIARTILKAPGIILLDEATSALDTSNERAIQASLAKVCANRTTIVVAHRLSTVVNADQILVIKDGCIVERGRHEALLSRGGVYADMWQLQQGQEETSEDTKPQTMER
# Exocytosis inh = blocks lytic granule exocytosis | TALL-104 LAMP-1 surface exposure, flow cytometry; cells stimulated with thapsigargin and PMA | inhibition, % at 10 µM | 360,000 compounds, 0.66% hits | AID 651702;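 active = inhibition above about 55%, limit read from the data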
# Vif inh = inhibitors of HIV Vif; HEK293T cells, Vif self-association by quenched fluorescence, imaging, 24 h; inhibition, % at 7.49 µM; 340,000 compounds, 0.35% hits; in the data active = inhibition above about 50%, passing the limit was not always enough; also: some results filed as inactive read as strong as hits
# PDI inh = inhibitors of human protein disulfide isomerase. 350,000 compounds, 0.052% hits. inhibition, % at 10 µM. P07237. PDI insulin aggregation turbidity, A650, 90 min;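 active = mean inhibition across replicates of 30% or more, whatever share of single replicates reach that level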;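 also: absorbance from insulin aggregation driven by PDI reduction with DTT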
# CaV13 ICDI inh = Primary screen for inhibitors of IQ motif and Ca2+-dependent inactivation inhibitor domain binding in CACNA1D, Förster resonance energy transfer in living cells, …. inhibition, % at 12.3 µM. 340,000 compounds, 0.098% hits. HEK cells, CFP/YFP FRET ICDI-IQ, plate reader, 10 min; percent FRET-ratio fall versus neutral wells;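 active = mean replicate inhibition of at least 30% and at least 1% of replicates passing that level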;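 also: 0% = median of the neutral control wells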
# Glyco luc inh = N-linked glycosylation inhibition. D54 ERlucT glycosylation luciferase reporter, 24 h; percent of 100 nM tunicamycin response. reporter increase, % at 12.5 µM. 360,000 compounds, 0.23% hits. AID 588692;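 active = mean luciferase reporter signal, scaled so untreated is 0 and the glycosylation-blocking control 100, at or above a set limit in every replicate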;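 also: luciferase carries N-glycosylation sites so blocking glycosylation raises the light; 0% = median of neutral control wells and 100% = median of 100 nM tunicamycin wells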
# * marks the source's active call; other numbers are inactive results; nt = no result given.
SMILES,Cardio protect,m5-HT2A agonist,aDG glyco up,hiPSC survival,ABCB6 inh 2,Exocytosis inh,Vif inh,PDI inh,CaV13 ICDI inh,Glyco luc inh
CCCCCCC(=O)N1CCC(c2nc3c(nnn3Cc3ccccc3Cl)c(=O)[nH]2)CC1,-6,4,0.0,0.0,93,-1,nt,-4,-9,8
COc1cc(Cn2cnnn2)ccc1O,3,3,-0.1,1.1,104,1,11,6,-5,-1
CC(=O)c1ccc(NC(=S)NCCCn2ccnc2)cc1,-2,5,0.3,-0.8,95,4,-5,5,1,0
Cc1ccc(OC[C@H](O)[C@H](C)NC(C)C)c2c1CCC2,-2,2,0.0,-1.5,97,3,-7,1,-5,-6
COc1ccc2c(=O)c(-c3ccc(OC)c(OC)c3)coc2c1,-6,-2,0.3,-2.3,96,-5,0,nt,nt,-2
CC1Cc2ccccc2N1C(=S)NC(=O)c1cccc(Br)c1 (configuration not stated),69*,-3,0.0,1.1,112,-6,-4,-5,-4,2
Cc1cccc(NNC(=O)c2c(F)cccc2Cl)c1,4,6,0.0,-0.5,92,-2,-5,-1,-13,0
Cc1ccc2nc(SCC(=O)NCc3ccco3)[nH]c2c1,-3,-5,0.0,2.4,102,-1,1,-8,-8,0
Cc1ccccc1NC(=O)COC(=O)c1cc(S(=O)(=O)N2CCOCC2)ccc1C,7,3,-0.2,0.8,96,-1,2,8,-6,3
CCOC(=O)CNC(=O)c1nn(-c2cccc(OC)c2)c(=O)c2ccccc12,9,3,0.1,8.9,102,2,-3,-1,0,1
Cc1cccc(C(=O)NCCNC(=O)c2cccc(C)c2)c1,3,0,-0.3,0.2,98,-4,21,-10,-20,-1
CC(C)c1ccc(Nc2nnns2)cc1,-5,3,0.0,0.2,96,-5,11,7,-20,-2
Cc1cc(C=O)sc1[B-](F)(F)F,9,15*,-0.1,-2.5,96,0,-2,16,-8,2
CC(C(=O)Nc1ccc2c(c1)OCO2)N(C)CC(=O)Nc1ccc(Cl)cc1 (configuration not stated),-12,-1,0.3,3.7,98,2,6,3,-2,1
Cc1cccc(-c2nc(CS(=O)CC(=O)NCc3cccs3)c(C)o2)c1 (configuration not stated),7,-3,-0.1,3.4,93,-1,-1,nt,-5,2
NC(=O)CSc1nnc(-c2cnccn2)n1-c1ccccc1,0,1,-0.2,-0.9,106,-3,1,2,-6,0
COc1ccc(Nc2nc(C)cc(C)c2C(N)=O)c(OC)c1,3,-1,0.0,-1.4,95,0,-5,-8,-10,0
Cc1ccc(C(=O)/C=C/c2cn(CC(O)CN3CCOCC3)c3ccccc23)cc1 (configuration not stated),9,-7,1.2,-1.4,97,15,10,2,-15,-2
C=CCn1c(SCC(=O)NCc2ccccc2)nnc1-c1cc(Br)ccc1O,9,6,0.2,-2.3,53*,0,28,0,-6,-4
CCOC(=O)N1CCN(c2nc(-c3cccc(OC)c3)cc(C(F)(F)F)n2)CC1,-3,1,1.4,1.6,91,-1,nt,-5,-6,nt
COc1ccc(C(=O)NCCS(=O)(=O)NCc2ccco2)cc1,3,8,0.0,-0.2,102,-2,-2,8,nt,2
O=C(COc1ccc(S(=O)(=O)N2CCOCC2)cc1)NC1CC1,3,-7,0.0,-0.2,98,-5,52*,-1,-3,1
CN(C)c1nc(N/N=C\c2ccc(Cl)c([N+](=O)[O-])c2)nc(Nc2ccc(F)cc2)n1,32,3,-0.1,-2.5,94,8,nt,-4,nt,-3
COCC(=O)N1CCC(Oc2ccc(C(=O)N(C)C3CCCCC3)cc2)CC1,2,2,0.1,-0.7,127,4,2,-1,-6,0
COc1ccc(CCNS(=O)(=O)c2ccc(OC)c(OC)c2)cc1OC,-1,-4,0.0,-0.6,95,-8,1,5,-19,0
COc1ccc(NC(=O)C2C3C=CC4(O3)C2C(=O)N(CCN2CCCCC2)C4C(=O)NC2CCCC(C)C2C)cc1 (configuration not stated),0,3,0.0,-0.6,100,7,9,5,-3,0
O=c1c2cnn(-c3ccccc3)c2nc(-c2cccs2)n1-c1cccc(Cl)c1,-17,0,0.2,-3.2,92,-5,-18,-3,-4,-3
c1ccc2c(c1)nc1n2CCN1CCN1CCCC1,0,-6,0.0,-0.5,99,-9,5,6,-4,1
CCn1c(/C=C2\C(=O)N(C(C)C)c3ccccc32)nc2ccccc2c1=O,7,-3,-0.1,-0.3,99,-2,1,-4,-5,3
COCCn1c(C)cc(C(=O)COC(=O)Cc2n[nH]c(=O)c3ccccc23)c1C,34,10,0.0,0.3,99,-4,12,24,-1,-4

# 4 compounds already listed, arranged by length of the SMILES, descending.
SMILES,Cardio protect,m5-HT2A agonist,aDG glyco up,hiPSC survival,ABCB6 inh 2,Exocytosis inh,Vif inh,PDI inh,CaV13 ICDI inh,Glyco luc inh
COCCn1c(C)cc(C(=O)COC(=O)Cc2n[nH]c(=O)c3ccccc23)c1C,34,10,0.0,0.3,99,-4,12,24,-1,-4
O=c1c2cnn(-c3ccccc3)c2nc(-c2cccs2)n1-c1cccc(Cl)c1,-17,0,0.2,-3.2,92,-5,-18,-3,-4,-3
CCn1c(/C=C2\C(=O)N(C(C)C)c3ccccc32)nc2ccccc2c1=O,7,-3,-0.1,-0.3,99,-2,1,-4,-5,3
COc1ccc(CCNS(=O)(=O)c2ccc(OC)c(OC)c2)cc1OC,-1,-4,0.0,-0.6,95,-8,1,5,-19,0

# Further structures
SMILES,Cardio protect,m5-HT2A agonist,aDG glyco up,hiPSC survival,ABCB6 inh 2,Exocytosis inh,Vif inh,PDI inh,CaV13 ICDI inh,Glyco luc inh
Cc1ccc(C(=O)N2CC(=O)Nc3ccc(C)cc3C2c2ccccc2)cc1 (configuration not stated),9,-2,0.0,0.4,97,30,-13,-15,-17,-3
Cc1ccc2c(c1)[C@H]1[C@H](CO2)[C@H](c2ccccc2)[C@]2(C)C(=O)N(Cc3ccco3)CC(=O)N12,1,2,0.1,0.4,101,0,-4,14,-11,-2
COc1ccc(N2CCN(C(=O)CCSCc3ccccc3F)CC2)cc1,-2,-3,-0.1,-0.1,96,-1,-2,0,-5,-2
CCOc1ccc(S(=O)(=O)/N=C(/Nc2ccc(C(C)=O)cc2)c2ccccc2)cc1,-8,-7,0.4,-1.2,100,4,-11,0,-6,-3
CC(C)OC(=O)c1cc(Cl)c(=O)n(Cc2ccc(Cl)cc2Cl)c1,-12,4,0.2,-0.3,96,-11,-4,2,-14,-5
COc1cc(/C=N\NS(=O)(=O)c2ccccc2)cc(OC)c1OC,3,1,-0.1,-0.3,102,-6,0,2,-2,-2
CC(C)CNC(=O)c1cc2nc3c(c(C(F)(F)F)n2n1)CCc1ccccc1-3,-6,-3,0.6,5.1,120,-12,4,-1,-5,2
O=C1OC(c2ccccc2)(N(Nc2ccccc2)c2ccccc2)c2ccccc21 (configuration not stated),-7,-3,0.4,-1.8,100,7,5,0,-17,-5
Cc1cc(C)c(NC(=O)C2CCCO2)c(C)c1NC(=O)C1CCCO1 (configuration not stated),-4,-8,0.0,-0.5,98,0,-11,-12,-8,2
N#CCc1nn(-c2ccc(F)cc2)c(N)c1C#N,3,-2,-0.4,-0.3,105,-3,11,6,-3,1
COc1ccc(N2CCN(C(CNC(=O)C(=O)NCc3ccc4c(c3)OCO4)c3ccco3)CC2)cc1 (configuration not stated),-7,1,0.1,1.0,98,-3,-4,3,-15,-3
COc1ccc(CCn2c(C)cc(C(=O)COC(=O)c3cnc(C)cn3)c2C)cc1,3,2,0.0,-0.2,97,0,-5,-12,-2,2
Cc1ccc(CNC(=O)CCNC(=O)Cn2ccc3ccccc3c2=O)cc1,-1,3,0.0,0.9,94,1,-1,2,-8,2
Cc1ccc(CNC(=O)c2ccc(N3CCC4(CC3)CC(c3ccccc3)=NO4)c(NC(=O)c3cccc(C)c3)c2)cc1,1,-6,-0.2,0.6,103,10,-2,-2,-8,0
COc1cc2c(cc1NC(=O)Nc1ccc(F)cc1)oc1ccccc12,-8,-2,-0.1,4.3,102,-3,-3,-5,-4,-5
CCOC(=O)c1c(NC(=O)CSc2nc3ccccc3o2)sc(C)c1C,-11,-2,0.0,-2.7,101,-2,-10,-136,-7,0
CCOC(=O)C1=CCC(c2ccc(Cl)cc2)N(S(=O)(=O)c2ccc(C)cc2)C1 (configuration not stated),-2,-4,0.0,0.4,102,21,nt,nt,-7,-2
O=C(NNC(=O)c1ccc2ccccc2c1O)c1cccs1,13,-4,0.0,0.0,100,6,-10,-6,-18,0
CCCn1c2ccccc2c2cnn(CC(=O)NC3CCCC(C)C3C)c(=O)c21 (configuration not stated),1,6,0.2,-0.7,100,14,-1,-7,-2,20
COC(=O)c1ccc(OCC(=O)N2CCCc3ccccc32)cc1,1,-5,-0.1,0.2,94,12,-9,2,-5,0
Cc1cccc(NC(=O)NNC(=O)c2ccccn2)c1,5,-2,-0.1,-0.4,94,-2,-5,-15,-4,1
Cc1cc(NS(=O)(=O)c2ccc(NC(=O)/C=C/c3c(F)cccc3Cl)cc2)nc(C)n1,-3,-1,0.0,0.0,97,4,0,-5,nt,5
N#Cc1ccc(NC(=O)Cn2cnc(S(=O)(=O)N3CCCCC3)c2)cc1,2,-5,0.8,0.2,95,1,21,7,-7,3
NC(=O)[C@H]1CC2(CC(c3cccc(NC(=O)c4ccccc4)c3)=NO2)CN1C(=O)[C@H]1CCC(=O)N1 (some centres not stated),11,-6,0.0,-1.5,94,-9,5,-2,-4,4
CCN(CC)CC(=O)Nc1cc(N(C)C)nc2ccccc12,7,-3,0.3,-0.2,91,10,0,17,-5,2
CCOC(=O)C(CCCCCCP(=O)(c1ccccc1)c1ccccc1)NC(C)=O (configuration not stated),0,4,0.0,-0.7,101,-5,-1,2,-14,0
NC(=O)c1ccc(NC(=O)COC(=O)c2c[nH]c3ccccc23)cc1,-1,-4,0.3,0.8,100,0,-2,-2,-3,2
CC1CN(C(=O)COC(=O)c2cc(=O)c3ccccc3o2)CC(C)O1 (configuration not stated),3,11,-0.1,0.3,101,6,6,2,-4,0
CN(C)Cc1cc2ccccc2c2c1COC2,-1,-3,-0.2,2.4,100,-3,-3,-5,-4,0
CC1(C)C2CCC1(CS(=O)(=O)N1CCOCC1)C(=O)C2 (configuration not stated),2,4,0.0,-0.8,99,-1,-6,18,-9,0
C#CCOCCOCCOCCNc1nc(N2CCOCC2)nc(N2CCN(C(=O)[C@H](CCC(=O)O)n3cc([C@@H](N)CCCCN)nn3)CC2)n1,4,5,-0.3,2.7,96,7,8,7,-8,2
CC1c2ccccc2SC(CCCN(C)C)c2ccccc21 (configuration not stated),5,-3,1.2,-2.3,91,4,7,-2,-3,-7
CC1CCN(c2nc(-c3ccccc3)cc(C(F)(F)F)n2)CC1,-5,0,-0.2,-0.3,96,0,-12,-6,-10,1
CCOc1ccccc1OCC(=O)O,13,4,-0.1,3.2,106,-4,-47,4,nt,1
COC(=O)C1CCN(CCCOc2ccc(CN3CCN(c4ccc([N+](=O)[O-])cc4)CC3)cc2)CC1,-15,25*,-0.2,-0.5,100,84*,-6,5,3,-7
Cc1nc(C(=O)Nc2ccccc2Cl)cc2c1[nH]c1ccccc12,-18,3,-0.5,16,96,2,-6,-19,-4,-2
Cc1ccc(S(=O)(=O)NCCC(=O)Nc2cc(S(=O)(=O)N(C)C)ccc2C)cc1C,-1,-11,0.0,-0.1,103,6,-2,-2,-4,2
O=C(NC(=C(Cl)Cl)S(=O)(=O)c1ccc(Cl)cc1)c1ccccc1,-6,0,-0.1,0.1,92,6,2,3,-10,59*

# Source: PubChem (several laboratories)
